Mtb RmlCD inh = inhibitors of Mycobacterium tuberculosis RmlC and RmlD coupled enzymes; 160,000 tested, 0.03% active; RmlC+RmlD coupled enzyme assay, percent inhibition; primary screen in compound mixtures; inhibition, % at 3.6 µM; P9WH09+P9WH11; AID 1533; in the data active = inhibition mostly above about 34%, no sharp cut-off; inconclusive = no clear call, values can overlap the other calls; inactive = mostly below about 22%; note: some results filed as inactive read as strong as hits
Target sequence (P9WH09 whole entry, looked up): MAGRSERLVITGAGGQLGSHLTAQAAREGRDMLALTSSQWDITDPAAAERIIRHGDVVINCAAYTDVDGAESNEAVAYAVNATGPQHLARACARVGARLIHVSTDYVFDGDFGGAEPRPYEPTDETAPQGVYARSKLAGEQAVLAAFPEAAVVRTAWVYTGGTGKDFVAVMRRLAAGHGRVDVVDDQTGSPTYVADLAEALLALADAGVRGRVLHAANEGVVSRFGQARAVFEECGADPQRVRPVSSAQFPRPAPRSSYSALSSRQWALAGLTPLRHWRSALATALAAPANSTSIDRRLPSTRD
Target sequence (P9WH11 whole entry, looked up): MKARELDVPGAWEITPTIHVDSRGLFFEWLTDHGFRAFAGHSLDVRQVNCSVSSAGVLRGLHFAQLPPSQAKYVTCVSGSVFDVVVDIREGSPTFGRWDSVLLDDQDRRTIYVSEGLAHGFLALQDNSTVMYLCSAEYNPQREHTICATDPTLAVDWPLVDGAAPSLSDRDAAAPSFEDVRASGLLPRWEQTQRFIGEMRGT
GlmU inhibition = inhibition of mycobacterial GlmU enzyme – biochemical, glucosamine-1-phosphate acetyltransferase (AID 1376); 220,000 tested, 0.25% active; one-dose inhibition, %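 (tested at 30 µM in the primary screen)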; IC50 in µM for titrated hits; M. tuberculosis GlmU acetyltransferase enzyme assay; higher % means a stronger effect; in the data active = inhibition above about 13%; inconclusive = no clear call, values can overlap the other calls;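 note: 0% = complete reaction with vehicle and 100% = reaction without substrate; strong numbers were not always called active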
Starred values were filed as active, the others as inactive; ? = inconclusive; · = not tested or not shown. Only part of the results is shown; rates above refer to the full screens.

A first look, 5 compounds:
SMILES	Mtb RmlCD inh	GlmU inhibition
C#CCNC(=O)C1=C[C@H](C(C)(C)C)C[C@H](OCc2ccc(CO)cc2)O1	·	2.9%
C[N+](C)(C)CCCN1C(=O)CCCC1=O	·	-2.9%
CC(Sc1n[nH]c(=O)[nH]c1=O)C(=O)OCc1ccccc1 (stereo unspecified)	·	-0.6%
Cc1ccc(S(=O)(=O)NCc2csc(C)n2)c(C)c1	6.3	-5.1%
CCOC(=O)C1CCCN(c2c(NCCC(C)C)c(=O)c2=O)C1 (stereo unspecified)	·	-4.4%

Main list (from the top)
SMILES	Mtb RmlCD inh	GlmU inhibition
C#CCNC(=O)C1=C[C@H](C(C)(C)C)C[C@H](OCc2ccc(CO)cc2)O1	·	2.9%
C[N+](C)(C)CCCN1C(=O)CCCC1=O	·	-2.9%
CC(Sc1n[nH]c(=O)[nH]c1=O)C(=O)OCc1ccccc1 (stereo unspecified)	·	-0.6%
Cc1ccc(S(=O)(=O)NCc2csc(C)n2)c(C)c1	6.3	-5.1%
CCOC(=O)C1CCCN(c2c(NCCC(C)C)c(=O)c2=O)C1 (stereo unspecified)	·	-4.4%
O=C(NCC1CCCCC1)c1cc([N+](=O)[O-])ccc1N1CCOCC1	·	-2.0%
CCCC/C(O)=C1\C(=O)CCCC1=NCCc1c(C)[nH]c2ccc(OC)cc12	-9.6	-0.4%
CC1CCCN(c2oc(-c3cccc4ccccc34)nc2C#N)C1 (stereo unspecified)	-8.6	-0.7%
CC(=O)C1=C(C)NC(SCC(=O)c2ccc(Cl)cc2)=C(C#N)C1CC(C)C (stereo unspecified)	·	5.5%
CC1(C)N=C(c2ccccn2)C(C)(C)N1O	·	7.4%
CCN1CCN(CCCNC(=O)c2cc3cc4ccc(OC)cc4nc3o2)CC1	-2.5	·
Cn1c(N)c(S(=O)(=O)NCc2ccccc2Cl)c(=O)n(C)c1=O	6.4	-6.2%
COc1ccc(S(=O)(=O)n2cnc(C)c2)cc1	-9.5	1.1%
CC(C)n1nnnc1SCC(=O)NCc1ccc2c(c1)OCO2	·	-0.1%
CCC(CC)NC(=O)/C=C/c1cccc([N+](=O)[O-])c1	5.4	0.5%
Cc1cc(C)cc(NCC(=O)Nc2c(C)cccc2C)c1	12.0	0.5%
Cc1ccc2cc(C)c(N3CCC(C)CC3)nc2c1	12.2	-3.3%
Cc1nnc(SC(C)C(=O)Nc2c(C)n(C)n(-c3ccccc3)c2=O)n1N (stereo unspecified)	·	-2.0%
CN(CC(=O)Nc1ccc(S(=O)(=O)N(C)C)cc1)Cc1ccc(C(F)(F)F)cc1	12.8	-4.4%
CCCn1c(O)c(N=NC(=O)c2ccco2)c2ccccc21	9.0	-3.3%

Random excerpt: four compounds from above, in no set order.
SMILES	Mtb RmlCD inh	GlmU inhibition
Cc1ccc2cc(C)c(N3CCC(C)CC3)nc2c1	12.2	-3.3%
Cn1c(N)c(S(=O)(=O)NCc2ccccc2Cl)c(=O)n(C)c1=O	6.4	-6.2%
Cc1cc(C)cc(NCC(=O)Nc2c(C)cccc2C)c1	12.0	0.5%
CC(C)n1nnnc1SCC(=O)NCc1ccc2c(c1)OCO2	·	-0.1%

Other structures follow.
SMILES	Mtb RmlCD inh	GlmU inhibition
COc1ccc(-n2nnnc2-c2cccc(OC)c2)cc1	·	0.7%
Cc1ccc(N=Nc2ccc(O)c(/C=N\NC(=O)c3ccc(N)cc3)c2)cc1C	8.3	1.7%
O=C1CCCN1CC1CCCN(Cc2nc(COc3ccccc3)no2)C1 (stereo unspecified)	4.9	-4.5%
CCNc1nc(NCC)nc(N(C#N)CCOc2ccccc2)n1	-5.3	-2.2%
CC(C)(C)Nc1ncnc2c1cnn2-c1ccccc1	·	5.9%
COc1ccc(NC(=O)CSc2ncnc3c2sc2ccccc23)c(OC)c1	4.0	-6.2%
CCCCC(=O)O[C@H]1CC[C@H]2[C@@H]3CCc4cc(O)ccc4[C@H]3CC[C@]12C	·	-6.4%
COc1ccc(C2CC(=O)C3=C(C2)Nc2ccccc2N(C(=O)C2CC2)C3c2cccnc2)cc1OC (stereo unspecified)	16.6	-2.0%
C=CCn1c(N)c(C(=O)OC(C)CC)c2nc3ccccc3nc21 (stereo unspecified)	·	-1.8%
CCOc1ccc(S(=O)(=O)Nc2cccc(Cl)c2)cc1	·	-1.9%
Cc1cc(NC(=O)CCC(=O)N(Cc2cccs2)C(C(=O)NC2CCCC2)c2cccnc2)no1 (stereo unspecified)	·	0.8%
Cc1c(C(=O)O)[nH]c2ccc([N+](=O)[O-])cc12	-9.3	1.2%
CCCCCCn1c(CN2CCCCC2C)nc2c1c(=O)n(C)c(=O)n2C (stereo unspecified)	·	-1.5%
CC(C)c1cccc(O)c(=O)c1	2.1	-4.1%
CCCCOC(=O)CCc1c(C)[nH]c(=O)c(C#N)c1C	-3.8	-4.3%
CC(C)OC(=O)C1C2C=CC3(CN(C(C)c4ccc(Br)cc4)C(=O)C13)O2 (stereo unspecified)	-3.7	6.3%
Nc1ncnc(Oc2cccc(C(F)(F)F)c2)c1[N+](=O)[O-]	-18.6	6.6%
CC(C)OC(=O)CSc1nnc(-c2cccnc2)n1N	·	1.3%
COc1cc(-c2nn3c(-c4ccccc4)nnc3s2)cc(OC)c1OC	19.2	8.3%
CC(C)Cc1cc(C(=O)Nc2c(F)cc(F)cc2Br)no1	-10.2	6.4%
S=c1[nH]ccn1-c1cccc(Cl)c1Cl	24.9	-2.5%
C=CCOC(=O)c1sc(N2C(=O)c3oc4ccccc4c(=O)c3C2c2ccco2)nc1C (stereo unspecified)	·	8.0%
O=C(Nc1ccc2c(c1)Cc1ccccc1-2)c1cccnc1	8.6	-4.7%
CC1CC(=O)Nc2ccccc2N1S(=O)(=O)c1ccc(Cl)cc1 (stereo unspecified)	-5.5	-1.5%
C=CCn1c(CCNC(=O)c2cccs2)nnc1SCC(=O)Nc1cccc(F)c1	·	-7.0%
Cc1nn(CC(=O)OCC(=O)NC(C)c2ccccc2)c(C)c1[N+](=O)[O-] (stereo unspecified)	·	3.1%
Cc1ccc(NCC(=O)c2ccc([N+](=O)[O-])cc2)cc1	1.3	2.6%
COc1cc(NC(C(=O)Nc2cccc(C(C)=O)c2)c2ccccc2)cc(OC)c1OC (stereo unspecified)	-8.9	-0.2%
CN(C)C(=O)CSc1nnc(CCNC(=O)OC(C)(C)C)o1	·	-3.1%
COc1cc(/C=N/NC(=O)CCn2nnc3ccccc32)ccc1O	3.1	-2.5%
CCN(CC)c1ccc(N=Cc2c(O)n(-c3ccccc3)c(=O)[nH]c2=O)cc1	5.3	1.4%
O=C(NC(=S)Nn1cnc2c(cnn2-c2ccccc2)c1=O)c1ccccc1	2.6	7.8%
Cn1c(SCC(=O)Nc2ccc(Cl)cc2)nc(O)cc1=O	3.7	2.9%
Cn1c(=O)c2c(nc(Sc3ccccc3N)n2C)n(C)c1=O	-5.1	·
Cc1noc(C)c1COC(=O)c1cccnc1SCC(=O)Nc1ccc2c(c1)OCO2	-4.7	-1.0%
O=C(O)C(F)(F)S(=O)(=O)O	66.3	4.2%
Cc1cccc(NC(=O)C2CCN(S(=O)(=O)c3cccc4nsnc34)CC2)c1	4.6	-3.9%
CCN1CCN(c2cc(C)c3cc(NC(=O)Cc4ccccc4OC)ccc3n2)CC1	9.3	-0.4%
Nn1cc(-c2ccccc2)nc1SCC(=O)NCCc1ccccc1	2.1	-1.5%
Fc1ccc2c(c1)C1C=CCC1C(c1cc3c(cc1Br)OCO3)N2 (stereo unspecified)	·	4.6%
Cc1oc2cc([N+](=O)[O-])c(O)c([N+](=O)[O-])c2c1C(=O)c1ccc(Cl)cc1	11.6	4.4%
Cc1ccnc(NC(=O)C(C)n2cc([N+](=O)[O-])cn2)c1 (stereo unspecified)	8.4	-2.1%
COc1ccc(N=NC2=C(O)CC(C)(C)CC2=O)c(OC)c1	·	-0.1%
Cc1cc(C)c2ccc3c(C)c(C)n(C)c3c2n1	-15.1	3.2%
O=C(CSc1nnc2scc(-c3ccccc3)n12)N1CCN(Cc2ccccc2)CC1	17.1	-0.3%
COc1ccccc1-c1cc(-c2ccccc2)nc(SC(C(N)=O)c2ccccc2)c1C#N (stereo unspecified)	-46.2	7.0%
CC(C)(CCO)NC(=S)NC1CC2C=CC1C2 (stereo unspecified)	-4.3	-11.3%
O=C(CN1CCN(Cc2ccccc2)CC1)N/N=C/c1ccccc1F	8.1	-1.6%
COC(=O)c1cc(C(=O)c2ccc(Cl)cc2Cl)cn1C	·	-0.4%
C#CCOCOCC#CCN(CC)CC	17.2	-3.4%
Next section.
SMILES	Mtb RmlCD inh	GlmU inhibition
COc1ccc(CCN(C(=S)Nc2ccccc2)C2CC(=O)N(c3ccccc3)C2=O)cc1 (stereo unspecified)	41.4	2.8%
O=c1cc(Cn2ccnc2)c2cc3c(cc2o1)CCC3	7.3	-1.8%
Oc1ccc(/C=N/NP(=S)(c2ccccc2)c2ccccc2)cc1	·	-0.4%
COc1ccc(-c2csc(NC(=O)CSc3n[nH]c(N)n3)n2)cc1	3.6	2.8%
C=C(C)C(=O)Nc1cccc(C2=NOC3(C2)C[C@@H](C(N)=O)N(C(=O)[C@H]2CCC(=O)N2)C3)c1 (stereo partly specified)	·	-0.3%
CC1CN(Cc2c(O)ccc3c2oc(=O)c2ccccc23)CC(C)O1 (stereo unspecified)	·	10.4%
COc1ccc(CCNC(=O)c2c(C)nc3ccccn23)cc1OC	-6.5	1.6%
CCOc1ccc(C(=O)NCC(=O)OCc2c(C)noc2C)cc1OCC	0.3	-0.4%
CC(C)(C)N(Cc1ccccc1)C(=O)CSc1nnc(CNc2ccc(F)cc2)o1	19.6	-2.9%
COC(=O)c1sc(NC(=O)Cc2cccs2)nc1C	-0.6	6.7%

One compound at a time (already shown):
Entry for COc1ccc(-c2csc(NC(=O)CSc3n[nH]c(N)n3)n2)cc1 = Mtb RmlCD inh: 3.6; GlmU inhibition: 2.8%
Entry for O=c1cc(Cn2ccnc2)c2cc3c(cc2o1)CCC3 = Mtb RmlCD inh: 7.3; GlmU inhibition: -1.8%

(further entries)
SMILES	Mtb RmlCD inh	GlmU inhibition
COc1cc(S(=O)(=O)Nc2ccc(Br)cc2)ccc1N	·	0.7%
COc1ccc(C2=NN(C(=O)CN3CCCCC3)C(c3ccc(C)cc3)C2)cc1 (stereo unspecified)	-9.5	-7.5%
COC(=O)CCCC1=CC2=CC(=O)C(C)(OC(=O)c3cccs3)C(=O)C2=CN1Cc1ccccc1 (stereo unspecified)	12.3	3.8%
CCCCN1C(=O)c2ccc(C(=O)Nc3ccccc3N3CCOCC3)cc2C1=O	?	-8.2%
CCCCC(=O)NC1(C(F)(F)F)C(=O)Nc2c1c(=O)[nH]c(=O)n2Cc1ccco1 (stereo unspecified)	2.0	-4.3%
O=C(C1CCC(C(=O)N2CCc3ccccc32)CC1)N1CCc2ccccc21 (stereo unspecified)	-8.6	-6.8%
Cc1ccc(S(=O)(=O)CC(=O)c2ccccc2)cc1	7.5	·
O=C(Nc1ccc(S(=O)(=O)N2CCc3ccccc3C2)cc1)C1CCCO1 (stereo unspecified)	7.5	-0.1%
CCN(CC)CC(O)COc1ccc2c(c1)OCO2 (stereo unspecified)	-5.9	-1.6%
Cc1c([N+](=O)[O-])c(C(=O)Nc2ccc3c(c2)OCCO3)nn1C	·	-0.9%
O=C(Cn1c2ccccc2c(=O)c2ccccc21)Nc1cccc(F)c1	-6.0	0.7%
CC(=O)N1CCN(c2cc3c(cc2F)c(=O)c(C(=O)O)cn3C2CC2)CC1	4.3	3.8%
CCC(C)n1nccc1NC(=O)C(C)OC(=O)c1cc2ccccc2[nH]1 (stereo unspecified)	4.5	1.9%
C=CCn1c(CCNC(=O)c2cccs2)nnc1SCC(=O)c1ccc(Cl)cc1	·	2.2%
COc1cccc(N=Nc2c(N)[nH]n3c(=O)cc(-c4ccccc4)nc23)c1	-2.3	-3.8%
CCOC(=O)c1ccc(COc2ccc(C(C)C)cc2)o1	·	-4.1%
COC(=O)c1cc2sccc2n1Cc1nc(-c2ccc(OC)cc2)oc1C	·	4.0%
O=c1c2ccccc2n2cnnc2n1-c1ccccc1	·	0.2%
O=C(CSc1oc(-c2ccc(F)cc2)nc1S(=O)(=O)c1ccccc1)NCC1CCCO1 (stereo unspecified)	·	3.1%
Cc1ccc(SCC(=O)n2nc(C)cc2C)cc1	-11.2	6.0%
CCn1c(=O)c([N+](=O)[O-])c(N2CCOCC2)c2ccccc21	1.7	2.3%
O=C(C[n+]1cccc(CO)c1)Nc1nc2ccccc2s1	0.8	-6.5%
CC(C)(C)NS(=O)(=O)c1ccc(OCC(=O)NCc2ccco2)cc1	16.6	-0.8%
CCOC(=O)c1ccc(CNC(=O)C2CCCCC2C(=O)OCC(F)(F)F)o1 (stereo unspecified)	16.2	-4.3%
COc1cccc(NC(=S)/C(=C(\[O-])c2ccc(C)c([N+](=O)[O-])c2)[n+]2ccccc2)c1	·	-3.3%
O=C1CCN1C1(C(=O)NC2CCCCC2)CCCC1	-11.1	0.8%
Cn1cc(CN2CCc3ccccc3C2)c2ccccc21	10.3	2.1%
C=CCN(c1ccccc1Cl)S(=O)(=O)c1cc(C(=O)N2CCCC2)ccc1Cl	9.6	0.6%
O=C(NC(=S)N(CCc1ccccc1)CCc1ccccc1)c1ccco1	5.1	-5.5%
CC(C)n1nnnc1SCC(=O)NCCc1ccccc1	·	2.7%
CCN(C1CCCCC1)S(=O)(=O)c1ccc(S(=O)(=O)NCCc2ccncc2)cc1	9.1	5.4%
COC(=O)c1ccc(CN2CCN(Cc3ccccc3)C(CCO)C2)cc1 (stereo unspecified)	-6.7	0.3%
COc1ccc2c([N+](=O)[O-])c(Cl)[nH]c2c1	0.5	4.9%
O=C(CSc1nc2ccc(Cl)cc2[nH]1)N1CCN(C(=O)c2ccco2)CC1	3.7	-5.1%

Assay outcomes deposited in PubChem by several laboratories.
